PLC-beta3 inh = human PLC-beta3 inhibitors, primary screen, biochemical, fluorescence | 1-phosphatidylinositol 4,5-bisphosphate phosphodiesterase beta-3 (Homo sapiens), Q01970 | Purified PLC-beta3, fluorogenic substrate | inhibition, % at 12.2 µM | 370,000 compounds, 0.18% hits; in the data active = inhibition above about 11%;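 note: 0% = median of compound wells on plate and 100% = full blocker control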
sPLA2-III inh = human group III sPLA2 inhibitors, primary screen, biochemical, QFRET, BODIPY PC-A2 liposome substrate; Group 3 secretory phospholipase A2 (Homo sapiens), Q9NZ20; QFRET BODIPY PC-A2 liposome hydrolysis, fluorescence; inhibition, % at 12.2 µM; 370,000 compounds, 0.56% hits;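 active = inhibition above mean plus 3 SD of compounds lying within the high and low control bounds, cut at about 19% in these data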;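 note: 0% = median of test compound wells and 100% = no enzyme DMSO wells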
Target sequence (Q9NZ20 whole entry, looked up): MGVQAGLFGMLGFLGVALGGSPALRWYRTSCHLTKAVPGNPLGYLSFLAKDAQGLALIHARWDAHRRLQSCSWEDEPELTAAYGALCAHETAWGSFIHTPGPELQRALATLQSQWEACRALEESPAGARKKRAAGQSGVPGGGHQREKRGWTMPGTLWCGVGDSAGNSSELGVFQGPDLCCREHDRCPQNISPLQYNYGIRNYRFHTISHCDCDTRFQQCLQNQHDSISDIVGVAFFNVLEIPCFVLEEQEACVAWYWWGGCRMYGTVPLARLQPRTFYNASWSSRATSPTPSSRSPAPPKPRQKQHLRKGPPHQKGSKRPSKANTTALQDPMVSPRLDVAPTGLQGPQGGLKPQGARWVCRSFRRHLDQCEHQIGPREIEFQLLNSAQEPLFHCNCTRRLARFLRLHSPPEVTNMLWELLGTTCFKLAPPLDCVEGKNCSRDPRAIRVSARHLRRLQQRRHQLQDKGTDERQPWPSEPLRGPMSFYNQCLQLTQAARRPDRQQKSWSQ
ssDAF-12 act = S. stercoralis DAF-12 nuclear receptor activators, primary screen, cell-based, luminescence, HEK293, GRIP1 co-expression, lit1-tk-luc; Nuclear hormone receptor DAF-12 (Strongyloides stercoralis); HEK293 ssDAF-12/GRIP1 lit1-tk-luc reporter; % of 3 µM dafachronic acid response; activation, % at 6.8 µM; 370,000 compounds, 1% hits;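 active = activation above the mean over all tested compounds plus 3 SD, cut at about 0.9% in these data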;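 note: 0% = DMSO-only wells and 100% = 3 µM delta7-dafachronic acid wells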
FXN GAA850 act = FXN promoter activators, primary screen, cell-based, luciferase luminescence, HEK293 lucGAA850 | HEK293 lucGAA850 FXN promoter luciferase reporter, 24 h; percent of 10 µM SAHA response | activation, % at 6 µM | 360,000 compounds, 0.56% hits | AID 540364, 2011;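 active = activation above the average of all compounds screened plus 3 SD, cutoff fixed separately per campaign, cut at about 7.5% in these data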;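 note: 0% = DMSO wells and 100% = 10 µM SAHA wells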
DAX1 inh-1 = DAX1 (NR0B1) inhibitors on StAR promoter, primary screen, cell-based, luminescence, SF-1 (NR5A1), full-length DAX-1; AID 652010, 2013; inhibition, % at 6.8 µM; 370,000 compounds, 1.1% hits; HEK293T StAR-luciferase reporter, SF-1/DAX-1 repression relief;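 active = inhibition above the mean over all tested compounds plus 3 SD, cut at about 3.6% in these data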;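 note: 0% = DAX-1 cells with DMSO and 100% = cells lacking DAX-1 with DMSO; higher inhibition means more luminescence from relief of DAX-1 repression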
hgDAF-12 ag = H. glycines DAF-12 receptor agonists, primary screen, cell-based, luminescence, HEK293, GAL4 fusion, UAS-luciferase | AID 687014, 2013 | 370,000 compounds, 1.8% hits | HEK293 GAL4-hgDAF12 UAS-luciferase reporter, agonist luminescence; normalized to butyrate control | activation, % at 6.8 µM;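 active = activation above a cutoff set at the mean of all screened compounds plus 3 SD, cut at about 10% in these data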;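 note: 0% = DMSO wells and 100% = sodium butyrate wells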
SMARCA2 act = SMARCA2 (BRM) function activators, primary screen, cell-based, luminescence, high throughput; MG213 cells, MMTV-luciferase reporter, dexamethasone, overnight; activation, % at 9.1 µM; 370,000 compounds, 1% hits; in the data active = activation above about 7.8%;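 note: 0% = vehicle wells and 100% = reference activator wells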
DAX1 inh-2 = DAX1 (NR0B1) inhibitors, primary screen, cell-based, HEK293, Gal4-DAX1, luciferase luminescence; 340,000 compounds, 0.99% hits; AID 504766, 2011; HEK293 Gal4-DAX1 luciferase reporter; inhibition, % at 6.75 µM;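 active = inhibition above the mean over all tested compounds plus 3 SD, cut at about 4.2% in these data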;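 note: 0% = DAX1-transfected cells with DMSO and 100% = empty-vector control cells with DMSO; inhibition shows as a rise in luminescence from relieved DAX1 repression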
NR1D1 modulator = modulators of Rev-erb alpha DNA binding, primary screen, biochemical, FITC-DNA, fluorescence polarization, uHTS; Nuclear receptor subfamily 1 group D member 1 (Homo sapiens), P20393; activity, % at 10 µM; Rev-erbα–FITC-DNA binding, 90 min; AID 1259318, 2017; 370,000 compounds, 0.79% hits;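 active = activity above about 14%, limit read from the data; passing the limit was not always enough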;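 note: 0% = DMSO wells with 35 nM protein and 100% = DMSO wells with 750 nM protein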
Target sequence (P20393 whole entry, looked up): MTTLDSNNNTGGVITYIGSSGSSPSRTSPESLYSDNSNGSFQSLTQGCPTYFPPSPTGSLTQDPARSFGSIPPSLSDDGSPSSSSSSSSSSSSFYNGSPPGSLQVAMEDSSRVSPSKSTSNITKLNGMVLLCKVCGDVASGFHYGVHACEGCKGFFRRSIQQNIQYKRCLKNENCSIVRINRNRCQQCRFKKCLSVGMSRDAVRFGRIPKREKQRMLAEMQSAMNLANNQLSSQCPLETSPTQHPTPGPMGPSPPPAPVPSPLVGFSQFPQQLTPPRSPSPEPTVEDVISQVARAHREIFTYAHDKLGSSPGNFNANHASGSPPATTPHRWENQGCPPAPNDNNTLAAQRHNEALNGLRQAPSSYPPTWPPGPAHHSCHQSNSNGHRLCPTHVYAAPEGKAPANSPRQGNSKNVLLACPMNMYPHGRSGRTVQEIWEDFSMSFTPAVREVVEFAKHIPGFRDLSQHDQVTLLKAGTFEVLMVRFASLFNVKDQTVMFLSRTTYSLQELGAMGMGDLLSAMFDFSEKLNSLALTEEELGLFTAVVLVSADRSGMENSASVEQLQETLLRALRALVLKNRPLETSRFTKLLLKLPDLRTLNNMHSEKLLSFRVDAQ
hcDAF12 agonist = H. contortus DAF-12 nuclear receptor activators, primary screen, cell-based, luminescence, HEK293, lit1-tk-luc reporter | HEK293 hcDAF-12 lit1-tk-luc reporter; 0% DMSO, 100% Δ7-dafachronic acid | activation, % at 6.8 µM | 370,000 compounds, 1.4% hits | AID 652067, 2013;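 active = activation above the mean of all tested compounds plus 3 SD, cut at about 5.5% in these data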;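 note: 100% = response to 3 µM Δ7-dafachronic acid high control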
PG9 Ab binder = binders of HIV-1 gp120 antibody PG9, primary screen, biochemical, TR-FRET. HIV-1 gp120 / PG9 antibody interaction. TR-FRET gp120-PG9 antibody binding. inhibition, % at 6.7 µM. 360,000 compounds, 0.43% hits. AID 624416, 2012; in the data active = inhibition above about 8.5%
An asterisk follows results filed as active; / = not tested or not shown. Random draw from the library. Share with any hit: about 7%.

Molecule	PLC-beta3 inh	sPLA2-III inh	ssDAF-12 act	FXN GAA850 act	DAX1 inh-1	hgDAF-12 ag	SMARCA2 act	DAX1 inh-2	NR1D1 modulator	hcDAF12 agonist	PG9 Ab binder
CCOC(=O)C(=O)NCC(c1cccs1)S(=O)(=O)c1ccc(Cl)cc1 (stereo not given)	-5	1	-0.7	4.4	0.6	0.1	-1	-0.1	2	-0.6	-0.9
Cc1cc(C)nc(SCc2cn3ccccc3n2)n1	-4	1	-1.0	2.2	0.1	-1.8	-2	0.1	1	-0.8	2.7
O=C(CCc1nnc(Cc2ccc3c(c2)OCO3)o1)NC(c1ccccn1)C(F)(F)F (stereo not given)	3	-1	-0.1	-1.2	-0.3	-1.1	0	-0.8	-1	2.2	-2.2
O=C(COC(=O)CCC(=O)c1ccccc1)Nc1nnc(-c2ccccc2)o1	-6	-3	-1.2	1.1	0.8	1.8	-1	-0.9	3	-0.7	-0.4
COc1cccc(-c2cnc3c(NC(C)=O)cc(-c4ccncc4)cn23)c1	-27	2	-1.9	2.4	-0.8	-0.5	-4	/	-3	-1.7	-1.9
O=C(Cn1cc2c(n1)CCCC2)N1CCOCC1	0	0	-0.8	-1.0	-0.1	2.5	0	2.5	2	-2.1	-0.9
O=C(Cn1c(=O)c2cccn2c2ccc(F)cc21)N1CCN(c2ccc(F)cc2)CC1	-5	-1	-0.9	0.9	0.1	-2.6	4	-0.7	7	0.7	5.7
Cc1ccc(C(=O)N/N=C/C=C/c2ccccc2)cc1	8	-7	-0.6	2.1	-0.6	-0.2	3	-1.5	3	-1.4	-4.7
COc1nccnc1NS(=O)(=O)c1ccc(N=Cc2c(C)[nH]n(-c3ccc(C)c(C)c3)c2=O)cc1	3	-1	-0.3	1.8	0.7	5.4	0	-1.7	2	0.4	1.6
Cc1ccc(C)c(CN2CCC(CNC(=O)Nc3cccc(Cl)c3C)CC2)c1	0	-10	-0.2	-2.9	-0.2	0.6	-2	2.0	2	0.4	-0.8
Cc1c(C)c2ccc(OCC(=O)N3CC[C@@]4(O)CCCC[C@H]4C3)c(C)c2oc1=O	-6	1	-1.8	2.1	0.7	1.5	1	1.4	-2	-1.8	-0.6
CCOc1ccc(N2CC(C(=O)Nc3ccccn3)CC2=O)cc1 (stereo not given)	-6	-1	-1.9	-3.3	-0.9	-1.3	-3	1.1	-3	-1.4	0.6
COC(=O)c1ccccc1CSc1nsc(C)c1C#N	-5	-3	-1.3	0.6	0.3	-0.2	-2	-0.7	-2	-0.3	0.0
CC(C)C(=O)Nc1cccc(NC(=S)NC(=O)c2ccccc2Cl)c1	0	10	-1.5	3.1	-1.1	-1.4	-5	-0.8	2	-1.8	1.8
O=C(O)c1cc(S(=O)(=O)NC(CO)C(O)c2ccc([N+](=O)[O-])cc2)ccc1Br (stereo not given)	-6	-1	-1.4	-0.3	-0.5	0.3	-2	0.3	-2	-0.9	-0.4
COc1ccc(F)cc1S(=O)(=O)NCCN1CCOCC1	-4	-7	-1.6	2.1	0.2	-2.6	-2	0.5	-2	-0.8	-1.8
Cc1cc(N2C(=O)C(=O)/C(=C(/O)c3ccc(F)cc3)C2c2cccc(Br)c2)no1 (stereo not given)	-3	-3	-1.3	0.8	-0.4	-0.1	2	-1.4	-3	-2.1	2.0
COc1ccc(OC)c(S(=O)(=O)N(CC(=O)NC2CCC(C)CC2)c2cc(C)cc(C)c2)c1 (stereo not given)	-4	5	-1.0	/	1.1	7.7	0	/	-2	1.5	/
CCCOC(=O)COC(=O)c1ccccc1NC(=O)c1ccccc1	0	-1	0.1	4.1	-0.5	3.7	2	0.4	4	-2.5	-4.7
CCc1ccc(OCC(=O)N2CC(C(N)=O)Oc3ccccc32)cc1 (stereo not given)	1	-2	-1.6	0.5	0.1	0.8	1	1.4	-1	-1.3	-2.5
O=S(=O)(Nc1ncnc2c1oc1ccccc12)c1ccc(Cl)s1	-1	-11	-0.2	0.8	0.0	-1.1	-2	-0.5	-10	-1.0	-1.8
Cn1c(C(=O)OC(C(=O)NC2CCCCC2)c2cccnc2)cc2sccc21 (stereo not given)	4	5	-1.3	-1.3	0.1	1.7	4	0.3	0	0.5	0.2
COC(=O)c1sccc1NC(=O)CC1C(=O)NCCN1C(=O)Nc1ccc(F)cc1F (stereo not given)	-5	-3	-1.4	1.9	0.5	-1.6	-1	0.6	2	0.6	0.3
Cn1c(SCC(=O)NC2CC2)nnc1C1CC1	-3	10	-0.9	1.5	0.2	0.1	-2	2.2	-1	-0.1	0.2
CC(C)c1ccc(-n2nc3ccc(N)cc3n2)cc1	-154	2	2.2*	1.3	5.1*	15*	0	0.5	7	9.8*	1.3
O=C1c2ccccc2C(=O)N1CCCCSc1nnc2ccccn12	-1	10	-1.6	0.6	0.6	-2.0	-1	0.3	0	-1.0	0.0
N#Cc1c(NC(=O)c2ccc(Cn3cc(Br)cn3)o2)sc2c1CCCCCC2	-128	0	-1.2	0.9	-1.1	-1.5	-2	-1.4	-5	-1.2	-2.1
O=C(NC(C(=O)N/N=C/c1cc([N+](=O)[O-])ccc1O)c1n[nH]c(=O)c2ccccc12)c1ccccc1 (stereo not given)	-4	-36	-0.8	0.1	0.1	0.9	-1	-0.9	0	-0.7	-3.0
CCOC(=O)C1=C(C)N(CCC(=O)O)C(=O)NC1c1ccccc1Cl (stereo not given)	0	1	-0.9	0.8	-0.2	3.9	1	2.1	0	-1.4	-0.7
COc1ccc(C(=O)COC(=O)c2cc([N+](=O)[O-])ccc2N2CCOCC2)c(OC)c1	-12	-11	-0.7	3.4	-1.6	-2.9	-1	0.8	6	-2.8	-0.2
O=C(C[C@H]1C[C@H]2c3cc(NC(=O)CC4CC4)ccc3O[C@H]2[C@H](CO)O1)NCc1ccccc1F	-4	6	-1.7	-0.5	-0.7	-2.6	-5	1.3	4	-2.1	-0.8
Cc1ccc2c(c1)C(=O)C(=O)N2CC(=O)Nc1ccccc1NC(=O)c1ccccn1	-3	7	-1.9	-0.2	-0.1	1.9	-2	0.6	-6	-2.2	-2.1
COC(=O)CSC(C(=O)Nc1ccc(C)c(C)c1)c1ccccc1 (stereo not given)	2	-14	-0.1	1.9	-0.8	3.4	3	-0.1	3	0.8	-0.7
O=C(CSc1nnc(NC(=O)C2CC2)s1)NCc1ccco1	-1	-1	-1.2	-1.3	0.8	2.7	0	0.5	-6	-1.0	0.2
COCCN(CC(=O)Nc1cccc(C)c1)S(=O)(=O)c1ccc(S(=O)(=O)N2CCCC2)cc1	2	-5	-0.9	0.9	0.2	-1.7	-4	-0.1	2	-2.1	-0.9
N/C(=N\NC(=O)c1cccs1)c1cc2cc(Cl)ccc2oc1=O	-28	-7	-1.5	2.5	2.7	19*	6	0.2	0	4.9	-1.8
NC(=O)c1ccc(NC(=O)CN2CCN(S(=O)(=O)c3ccc4ccccc4c3)CC2)cc1	-3	-10	-1.8	1.0	-1.3	0.3	-5	-0.6	3	0.2	-1.8
Nc1nnc(CCOc2ccc(Cl)cc2)s1	5	8	-1.1	2.0	0.3	-0.4	-2	-1.1	-6	-1.7	-0.1
COc1ccc(-c2cc(C(=O)Nc3c(C)n(C)n(-c4ccccc4)c3=O)no2)cc1	-11	-1	-1.4	-1.6	-0.4	-1.9	-1	-0.4	1	-0.3	0.7
CC(=O)Nc1nc(SCc2cccc3ccccc23)n[nH]1	5	-1	-1.1	1.2	-0.3	0.6	2	-1.6	3	-0.8	-0.2
Cc1cc(C)c2c(c1)C(=O)/C(=C/c1ccc(C(=O)O)cc1)CC2	-13	-6	-0.1	3.4	0.6	1.5	-1	0.0	0	0.3	-1.9
COc1cc(O)c(C(CCN2CCCC(C)C2)c2ccc3c(c2)OCO3)c(OC)c1 (stereo not given)	1	-5	-1.0	-3.2	-0.3	0.8	0	3.0	-5	-0.9	0.8
CC(C)CC(NC(=O)C1CCCCC1)C(=O)N1CCN(c2ccccn2)CC1 (stereo not given)	-3	4	-1.3	-1.4	-0.4	-1.3	0	1.8	-1	-2.5	0.8
CC(C)(C)OC(=O)C(Oc1ccccc1[N+](=O)[O-])C(=O)OC(C)(C)C	-2	-19	-0.3	/	-0.8	0.0	-3	/	0	0.6	0.4
Cc1cc(NC(=O)CSc2nc(C3CC3)nc3sc(C)c(C)c23)no1	-1	11	-1.6	-2.1	0.5	-1.5	0	4.1	7	-1.4	8.9*

2 compounds drawn at random from the list so far, as already listed:
Molecule	PLC-beta3 inh	sPLA2-III inh	ssDAF-12 act	FXN GAA850 act	DAX1 inh-1	hgDAF-12 ag	SMARCA2 act	DAX1 inh-2	NR1D1 modulator	hcDAF12 agonist	PG9 Ab binder
COC(=O)CSC(C(=O)Nc1ccc(C)c(C)c1)c1ccccc1 (stereo not given)	2	-14	-0.1	1.9	-0.8	3.4	3	-0.1	3	0.8	-0.7
NC(=O)c1ccc(NC(=O)CN2CCN(S(=O)(=O)c3ccc4ccccc4c3)CC2)cc1	-3	-10	-1.8	1.0	-1.3	0.3	-5	-0.6	3	0.2	-1.8

New compounds follow.
Molecule	PLC-beta3 inh	sPLA2-III inh	ssDAF-12 act	FXN GAA850 act	DAX1 inh-1	hgDAF-12 ag	SMARCA2 act	DAX1 inh-2	NR1D1 modulator	hcDAF12 agonist	PG9 Ab binder
COc1ccccc1NC(=O)c1ccc(S(=O)(=O)N(C)c2ccccc2)cc1	-5	-4	-1.5	0.6	-1.4	-1.7	4	-0.2	-2	-0.3	-2.2
COC(=O)Cn1cc([N+](=O)[O-])nc1C	1	7	-0.8	5.3	0.1	-1.4	1	1.9	-3	0.5	0.9
O=C(NCCCN1CCCC1=O)c1ccc(NS(=O)(=O)c2ccc(F)cc2)cc1	1	1	-1.2	2.4	0.2	-3.4	-1	0.7	-5	-1.4	-1.2
CC(C)CNc1nc(Oc2ccc(=O)[nH]n2)nc(N2CCOCC2)n1	3	4	-1.4	1.8	0.8	-0.6	-2	1.7	5	-0.9	0.0
CC1Cc2ccccc2N1C(=O)CSc1nc2ccccc2s1 (stereo not given)	-1	-13	-1.2	1.4	-0.6	0.3	3	0.7	-1	-1.5	-1.4
CCn1c2ccccc2c2cc(NC(=O)COC(=O)c3ccccc3F)ccc21	-13	2	-1.3	1.4	-0.5	2.4	1	-1.1	25*	-0.4	28*
CCCC(=O)Nc1ccc(C2C(=O)c3ccccc3C2=O)cc1	-8	-13	-1.4	3.3	0.5	-0.8	0	1.6	4	1.4	-9.4

Compound activity: PubChem BioAssay, several laboratories
